From PubChem BioAssay
Pf gamet viab: inhibitors of late stage P. falciparum gametocyte viability | inhibition, % at 10.9 µM | actives 0.065% (n = 150,000) | P. falciparum stage V gametocytes, ATP luminescence, 24 h | AID 743093;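 active means inhibition above the mean plus 3 SD of compounds within the control limits, set per campaign, cut at about 38% in these data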;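 further: 0% = DMSO wells and 100% = medium only without gametocytes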
Active calls of the source: *. Only part of the results is shown (hit frequency here may not be typical).

Start of the listing, in advance (6 entries):
SMILES	Pf gamet viab
C[C@@H]1CC[C@]2(C(=O)O[C@@H]3O[C@H](CO)[C@@H](O)[C@H](O)[C@H]3O)CC[C@]3(C)C(=CCC4[C@@]5(C)CC[C@H](O[C@@H]6OC[C@H](O)[C@H](O[C@@H]7O[C@H](CO)[C@@H](O)[C@H](O)[C@H]7O)[C@H]6O)C(C)(C)C5CC[C@]43C)C2[C@]1(C)O (some centres undefined)	6
CCc1ccc(-c2cnc3nc[nH]c(=O)c3n2)cc1	-41
COc1ccc(N2CCN(c3ccc(NC(=O)NN)cc3)CC2)cc1	2
CC(C)(C)NS(=O)(=O)c1ccc(CCC(=O)NCc2ccccn2)cc1	-9
O=C(Nc1cccc(Cl)c1)N1CCOCC1	2
COC(=O)c1ccc(N2CCN(C)CC2)c(NC(=O)c2sc3ccccc3c2Cl)c1	17

The list itself, previewed entries included:
SMILES	Pf gamet viab
C[C@@H]1CC[C@]2(C(=O)O[C@@H]3O[C@H](CO)[C@@H](O)[C@H](O)[C@H]3O)CC[C@]3(C)C(=CCC4[C@@]5(C)CC[C@H](O[C@@H]6OC[C@H](O)[C@H](O[C@@H]7O[C@H](CO)[C@@H](O)[C@H](O)[C@H]7O)[C@H]6O)C(C)(C)C5CC[C@]43C)C2[C@]1(C)O (some centres undefined)	6
CCc1ccc(-c2cnc3nc[nH]c(=O)c3n2)cc1	-41
COc1ccc(N2CCN(c3ccc(NC(=O)NN)cc3)CC2)cc1	2
CC(C)(C)NS(=O)(=O)c1ccc(CCC(=O)NCc2ccccn2)cc1	-9
O=C(Nc1cccc(Cl)c1)N1CCOCC1	2
COC(=O)c1ccc(N2CCN(C)CC2)c(NC(=O)c2sc3ccccc3c2Cl)c1	17
Cn1nnnc1Sc1ncnc2scc(-c3ccsc3)c12	14
C[C@@H](CSc1ccccc1)CN1CC[C@H](O)CCC1=O	-4
CCOc1ccc(C(C(=O)NCCC(C)C)N(CCO)C(=O)c2snc(C(N)=O)c2N)cc1 (centres undefined)	10
O=C(Nc1ccc(S(=O)(=O)Nc2ncccn2)cc1)c1ccccc1Br	7

Four successive compounds from above:
SMILES	Pf gamet viab
Cn1nnnc1Sc1ncnc2scc(-c3ccsc3)c12	14
C[C@@H](CSc1ccccc1)CN1CC[C@H](O)CCC1=O	-4
CCOc1ccc(C(C(=O)NCCC(C)C)N(CCO)C(=O)c2snc(C(N)=O)c2N)cc1 (centres undefined)	10
O=C(Nc1ccc(S(=O)(=O)Nc2ncccn2)cc1)c1ccccc1Br	7

Next records follow:
SMILES	Pf gamet viab
COc1ccc(C2NC(=O)CCC2[N+](=O)[O-])cc1OC (centres undefined)	-1
O=C(Nc1ncnc2c1C(c1ccccc1)c1c(ccc3ccccc13)O2)c1ccccc1 (centres undefined)	-11
Clc1ccc(-c2nnc(-c3cccnc3)o2)cc1	-14
COc1ccc(-c2nnc(N3CCOCC3)c3ccccc23)cc1	27
CC(C)(C)c1ccc(OCC(O)CN2CCN(C(=O)c3ccccc3)CC2)cc1 (centres undefined)	8
N/N=C(\c1ccccc1)c1cc(Br)ccc1N	-3
c1ccc(Sc2ccccn2)cc1	7
CCOC(=O)C1CCN(C(=O)Cc2ccc(-c3ccccc3)cc2)CC1	-1
CCN1C(=O)[C@H]2[C@@H](c3ccc(-c4ccccc4)c(OC)c3)N[C@@](Cc3ccccc3)(C(=O)OC)[C@H]2C1=O	7
C=CCNC(=O)CSc1nc2ccccc2c(=O)n1CCc1ccc(OC)c(OC)c1	13
CCOc1ccc(C(c2c(O)nc(SC)[nH]c2=O)c2c(O)nc(SC)[nH]c2=O)cc1	20
Cc1cccc(NCc2ccc([N+](=O)[O-])s2)c1	-16
O=C(NCc1ccccc1)C1CCCN1S(=O)(=O)c1ccc(F)cc1 (centres undefined)	3
CC(C)c1ccc(N(CCc2ccccn2)C(=O)C(C)(C)C)cc1	-10
COc1ccc(CCNC(=O)c2cc3ccccc3oc2=O)cc1	-5
Cc1cccc(NC(=O)c2nc[nH]c2C(=O)NCCCNC(=O)c2[nH]cnc2C(=O)Nc2cccc(C)c2)c1	-24
CC(=O)c1cccc(Nc2nc(-c3ccccc3)nc3ccccc23)c1	-13
O=C(NCC1CCCO1)c1ccc2c(c1)S(=O)(=O)c1ccccc1C2=O (centres undefined)	8
CCOC(=O)C1=C(N)n2c(s/c(=C\c3cccnc3)c2=O)=C(C(=O)OC)C1c1cccnc1 (centres undefined)	-2
COc1cccc(-c2ncc3ccccc3c2COC(=O)N2CCOCC2)c1	-2
COc1ccccc1OCCOc1ccc(/C=C2\C(=N)N3N=C(C)SC3=NC2=O)cc1	1
CC(C)CNC(=S)N1CCC(C(=O)c2ccc(F)cc2)CC1	13
Nc1ccc2nc(-c3ccccc3)cnc2c1	6
COc1cccc([C@@H]2CC=C(C(=O)O)[C@H](c3ccc(F)cc3)N2S(=O)(=O)c2ccc(C)cc2)c1	-17
Cc1ccc(C(C)C)c(OCCCCN2CCNCC2)c1	14
COc1cc2sc(-c3ccc(S(C)(=O)=O)cc3)c(-c3ccc4c(c3)OCO4)c2cc1OC	7
COc1ccc([C@H]2CC(=O)C=C(c3ccc(C)cc3)C2)cc1	-17
COc1ccc(Cc2nnc(NC(=O)c3ccccc3)s2)cc1OC	2
Cc1ccc(C2=NCCn3c2c2ccc(C(F)(F)F)cc2[n+]3[O-])cc1	15
O=C1c2ccccc2NC(c2ccc(-c3cccc(F)c3)o2)N1O (centres undefined)	14
O=C(Nc1ncn[nH]1)c1cccc(F)c1	-1
Cc1oc2ccc(O)cc2c1C(=O)c1ccc(F)cc1	8
COc1ccc(/C=C2\N=C(c3ccc(C)cc3)OC2=O)cc1	-2
CCCOc1ccc(C2CC(=O)Nc3cc(OC)c(OC)cc32)cc1 (centres undefined)	-23
Cc1ccc(CN2CCN(c3ccccc3Cl)CC2)o1	7
COc1ccccc1CC(=O)NCCc1ccccc1	-11
CCOC(=O)c1c2c3c(cccc3n(C)c1=O)C(=O)c1ccccc1-2	38
O=[N+]([O-])c1ccc(Oc2ncccn2)cc1	-1
CC(=O)c1cnc2nc(SCc3ccc(C)cc3)nn2c1C	-5
COc1ccc(C(=O)NC2=NCCS2)c(OC)c1	-25
C=CCOCC(O)Cn1c(N2CCCC2)nc2c1c(=O)n(C)c(=O)n2C (centres undefined)	5
O=C(OCC#CCSc1nnc(-c2cccc3ccccc23)o1)c1ccc(F)cc1	-35
CCOc1ccc(OCCn2c(=S)[nH]c3ccccc32)cc1	24
CCOC(=O)C1(CCOC)CCN(Cc2cccc(OCc3ccccc3)c2)CC1	-25
Cc1ccc(NC(=O)c2nc[nH]c2C(=O)NCCCCCNC(=O)OC(C)(C)C)cc1	-4
Cc1ccc(OCC(=O)Oc2c(C)cccc2C)cc1C	30
O=C1CN(C(=O)c2ccccc2C(=O)O)c2ccccc2N1	8
COc1cccc(-c2ccc3ncnc(NCc4cccnc4)c3c2)c1	-8
COC(=O)c1ccc(CSc2ncnc3c2sc2nc(N4CCOCC4)c4c(c23)CCCC4)o1	15
CC1(C)CC(=O)C=C(c2cccc(Br)c2)C1	-7

Continuation:
SMILES	Pf gamet viab
Cc1cccc(-c2cc(C(=O)N/N=C/c3cccnc3)c3ccccc3n2)c1	-21
O=C(O)Cc1ccc(NC(=O)Cc2ccc3ccccc3c2)cc1	15
COc1ccc(CN2CC[C@H]3C=CC[C@@H](C(=O)NCCc4ccccc4)[C@H]3C2=O)cc1OC	-9
CCCC(=O)N1CCN(c2nnc(-c3ccccc3)c3ccccc23)CC1	-3
Cc1ccc(C2=NCCn3c2c2ccc([N+](=O)[O-])cc2[n+]3[O-])cc1	13
O=C(Nc1ccc(Cl)c(C(F)(F)F)c1)[C@@H]1CC=C[C@@H]2CCN(C3CCCCC3)C(=O)[C@@H]21	4
CCOC(=O)C(=O)N1CCN(c2nc(-c3ccc(Cl)cc3)cs2)CC1	-9
COc1cc(/C=C/[N+](=O)[O-])ccc1OC(=O)c1cc2ccccc2oc1=O	13
COc1cc(-c2noc(C)c2/C=C/c2cccc([N+](=O)[O-])c2)cc(OC)c1OC	3
CC(=O)Oc1ccc(-c2nc3c(C)cccc3c(=O)o2)cc1	3

Four entries from above, field by field:
> CCN1C(=O)[C@H]2[C@@H](c3ccc(-c4ccccc4)c(OC)c3)N[C@@](Cc3ccccc3)(C(=O)OC)[C@H]2C1=O
  Pf gamet viab = 7
> C=CCNC(=O)CSc1nc2ccccc2c(=O)n1CCc1ccc(OC)c(OC)c1
  Pf gamet viab = 13
> CCOc1ccc(C(c2c(O)nc(SC)[nH]c2=O)c2c(O)nc(SC)[nH]c2=O)cc1
  Pf gamet viab = 20
> Cc1cccc(NCc2ccc([N+](=O)[O-])s2)c1
  Pf gamet viab = -16

Additional compounds follow:
SMILES	Pf gamet viab
O=C(NCCCN1CCOCC1)c1cc(Cl)ccc1Cl	-20
NS(=O)(=O)c1ccc(NC(=O)c2cccc3ccccc23)cc1	-1
Cc1ccc(C(C(=O)NC(C)(C)C)N(Cc2cccs2)C(=O)c2csnn2)cc1 (centres undefined)	9
O=C(NCCc1ccccc1)c1c[nH]c2ccc(F)cc2c1=O	7
C=CCNC(=O)N1C2=NC(C(=O)OC)=C(C(=O)OC)[C@@H]3N(Cc4ccccc4)c4ccccc4[C@]23C[C@H]1C(=O)OC	8
CC(C)(C)NC(=O)C(OC(=O)c1ccco1)c1ccc(Cl)cc1 (centres undefined)	3
Cc1cc(C)cc(NCc2ccncc2)c1	4
O=C(O)c1ccccc1NC(=O)C1C2C=CC(C2)C1C(=O)O (centres undefined)	15
COc1ccc(NC(=O)Nc2ccc3[nH]ccc3c2)cc1	-2
Cc1csc(NC(=O)c2ccccc2)n1	2
CCN(CC)CCCN(Cc1cc2cc3c(cc2[nH]c1=O)OCO3)C(=S)NC	12
Cn1c(=O)c2c(nc(CN3CCC(C(N)=O)CC3)n2Cc2ccccc2Cl)n(C)c1=O	-9
Cc1cc(C)n(CC(O)COc2ccc(Cl)cc2Cl)n1 (centres undefined)	15
NNC(=O)c1cc(C23CC4CC(CC(C4)C2)C3)nc2ccccc12	7
Cc1ccccc1C(=O)NC1CCCCCCC1	-4
COc1ccc(CCNc2nc(C)nc3c2nnn3Cc2ccccc2)cc1OC	0
O=C(Nc1ccccc1Cl)C1C2CCCCC21 (centres undefined)	1
OC(CNC1CCCC1)COc1ccc(Cl)cc1 (centres undefined)	0
CC(C(=O)O)N1c2cccc3cccc(c23)S1(=O)=O (centres undefined)	-8
CC(NC(=O)c1ccccc1C(=O)O)c1ccc(-n2ccnc2)cc1 (centres undefined)	4
CCOc1ccc(C(=O)NCCCCNC(=O)c2ccc(OCC)cc2)cc1	-5
O=C1NCCn2nc3ccccc3c21	22
Fc1cccc(Nc2nc(N3CCOCC3)nc(N3CCOCC3)n2)c1	-21
COC(=O)c1sc(NC(=O)c2ccc(OC)cc2OC)nc1C	-20
COc1ccc(C(C#N)(CC(=O)O)c2cnccn2)cc1OC (centres undefined)	-25
CCN(CC)Cc1c(O)ccc2c(=O)c(-c3ccccc3OC)coc12	6
CCN(Cc1ccc(OC)c(COC)c1)CC1CCCN(CCc2cccc(F)c2)C1 (centres undefined)	7
COc1ccc(OC)c(C(=O)NC(CC(N)=O)c2ccc(N3CCC(Cc4ccccc4)CC3)c([N+](=O)[O-])c2)c1 (centres undefined)	-1
Cc1ccc(NC(=S)NC(=O)c2cncc(Br)c2)c(C)c1	0
COCC1CCCCC1OS(N)(=O)=O (centres undefined)	-7
COc1ccc(C(=O)NCCNc2ccc([N+](=O)[O-])cc2)cc1OC	-17
Cc1ccc(NC(=S)NC(=O)c2ccc(-c3ccccc3)cc2)cc1	29
CCOc1ccc(NC(=O)c2ccc(Cl)c(NC(=O)c3ccco3)c2)cc1	2
Cc1ccnc(SCCn2c(N3CCC(C)CC3)nc3c2c(=O)n(C)c(=O)n3C)n1	10
N#CN1CCC(NS(=O)(=O)c2ccc(C(F)(F)F)cc2)CC1	7
O=S(=O)(c1ccc(Br)cc1)N1CCCc2ccccc21	-4
Oc1ccc(Br)cc1-c1ccnn1-c1ccccc1	0
CCCCCOC(=O)C1=C(C)NC(=O)NC1c1ccc(N(C)C)cc1 (centres undefined)	9
NC(=O)C1CCN(C(=O)c2ccccc2CCc2ccccc2)CC1	-2
COc1cc(-c2nc3ccc(C)cn3c2NCc2ccccc2)ccc1-c1cccc(Cl)c1	10
COc1ccc(N=Nc2ccc(CO)cc2)cc1	10
Cc1nn2c(-c3cccc(NC(=O)CN4CCOCC4)c3)nnc2c2ccccc12	17
CC(CN1CCCC1)OC(=O)c1ccc(Cl)cc1 (centres undefined)	22
COc1ccc(-c2nc(CN3CCN(Cc4ccccc4)CC3)c(C)o2)cc1	17
O=C(Nc1ccccc1)[C@@H]1CC=C[C@@H]2CCN(C3CCCCC3)C(=O)[C@@H]21	-63
O=C1NC2(CCCCC2)C(=O)N1c1ccc(Cl)cc1	-4
COc1ccccc1NC(=O)Nc1ccc(C)cn1	8
COC(=O)C1=C(C)N(Cc2ccccc2)C(=NCc2ccc(OC)cc2)N[C@H]1c1ccccc1	20
Clc1cccc(Cl)c1OCCOCCNCc1ccccc1	5
CCN1C(=O)[C@@H]2[C@@H](c3ccc(-c4ccc(C(C)=O)cc4)c(OC)c3)N3CCCC[C@@]3(C(=O)OC)[C@@H]2C1=O	32

Continued.
SMILES	Pf gamet viab
CC[n+]1c(/C=C/c2cc([N+](=O)[O-])ccc2O)ccc2ccccc21	15
COc1cccc(CCc2nc3ccccc3c(=O)n2N)c1	17
O=C(O)c1ccc(NC(=O)C2C3CCC(O3)C2C(=O)O)cc1 (centres undefined)	5
Cc1cc(O)c(C)c(O)c1/C=N/NC(=O)c1cccnc1	-18
Nc1ccc2ncccc2c1N	-4
C/C=C1\COC(C(=O)NCc2ccccc2)(C(F)(F)F)C=C1C=C(C)C (centres undefined)	-3
CCN(CC)CCCNC(=O)c1ccc2c3n(nc2c1)-c1ccc(Cl)cc1CO3	-9
CCOCc1nnc(NC(=O)CCC2CCCCC2)s1	-11
O=[N+]([O-])c1cc([N+](=O)[O-])c2cc(-c3cccnc3)[nH]c2c1	-2
C[C@H]1CCC[C@@]2(O[C@H](CCO)C[C@H](O)[C@H]2O)O1	-24
O=S(=O)(c1ccc(Cl)cc1)N1CCC(n2cnc3cc(C(F)(F)F)ccc32)CC1	-21
CC(=O)CCC(=O)N1CCCC(N2CCN(c3cccc(Cl)c3)CC2)C1 (centres undefined)	-16
CCCCCCCCCCCCN1[C@@H](CC(=O)OC)c2cc(F)ccc2S1(=O)=O	-5
